Bioassay records (PubChem BioAssay)
Akt phos inh: blocks phosphorylation of Akt; Neuro2A IGF-stimulated pAkt S473 HTRF, 20 min; hits give low values; activity change, % for hits at 50 µM; hit rate 0.32% among 360,000; in the data active = activity change below about -80%; inconclusive = mostly about -51% to -80%; also: % is scaled to controls: 0 for no effect and ±100 for the full control effect
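Single-point screen (50 µM final compound) in Neuro2A cells stimulated 20 min with 6 nM IGF at 37 deg C. After lysis, Ser473-phosphorylated Akt read by HTRF (ex 330 nm, em 615/665 nm) as the 665/615 ratio.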
ATXN viability: reduces viability in counter-screen for ATXN expression inhibitors; AID 651635; hit rate 0.49% among 400,000; S2 cells (HEK-293 line with an ATXN2-luciferase reporter) viability, CellTiter-Fluor protease fluorescence, 24 h; Potency, µM (series often up to 56.7 µM), actives largely listed as cytotoxic; also: potency is read from the fitted curve at half-maximal effect; nearly all actives have a fitted effect of over 40% in size
TGFb inhibitor: inhibitors of TGF-b signaling; Potency, µM (titrated, usually from 46.1 µM), inactives show top-dose activity, negative = inhibition, actives largely listed as inhibitors; hit rate 1.2% among 410,000; HepG2 CAGA-GFP TGF-b/SMAD3 reporter, GFP fluorescence, 18 h; TGF-beta stimulated, 500 pg/mL final; AID 588855; also: potency is read from the fitted curve at half-maximal effect; % is scaled to controls: 0 for no effect and ±100 for the full control effect; nearly all actives have a fitted effect of over 65% in size
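HEPG2 CAGA-GFP, 1000 cells/well; 2 h settle, 37 C; cpd via pin tool; TGF-b 500 pg/mL final; 18 h, 37 C; GFP imaging ex488/em500-530; %Activity normalised to -TGF-b and +DMSO controls; CRC fit, curve class.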
HepG2 tox: HepG2 cytotoxicity, counter-screen for TGF-b inhibitors; HepG2 CAGA-GFP viability, ATP luminescence, 18 h; Potency, µM (series often up to 46.1 µM), for the others: at the top dose activity change, negative = cytotoxicity, actives largely listed as cytotoxic; hit rate 0.76% among 410,000; AID 588856; also: potency is read from the fitted curve at half-maximal effect; some results filed as inactive show a strong effect at the top dose
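CellTiter-Glo luminescence gave cytotoxicity after 18 hours at 37 degrees C. The cells were HepG2 CAGA-GFP in 1% FBS DMEM, stimulated with 500 pg/mL TGF-beta after compound addition. %Activity was normalised to no-cell wells (complete cell-killing) and DMSO (no toxicity), and curves were fitted and classified.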
Nrf2 activator: activators of Nrf2 (ARE) signaling; AREc32 ARE-luciferase reporter (MCF7-derived line), luminescence, 24 h; Potency, µM (series often up to 46.1 µM), for inactives: top-dose activation, actives largely listed as activators; hit rate 0.31% among 410,000; AID 624171; also: potency is read from the fitted curve at half-maximal effect; % of control where 0% means no effect; nearly all actives have a fitted effect of over 65% in size
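Reporter line AREc32 (ARE-Fluc), seeded overnight in OPTI-MEM with 5% FBS; compound pin-transferred, 24 hr at 37 deg C, 5% CO2; luminescent read-out.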
A549 viability: counter-screen for Nrf2 inhibitors: cytotoxicity in A549 cells. A549 ARE-Fluc cells, CellTiter-Fluor viability, 18-24 h. Potency, µM (highest dose often 46 µM), for the others: top-dose activity change, negative = cytotoxicity, usual class: inhibitors. hit rate 0.16% among 390,000. AID 504648; also: potency is read from the fitted curve at half-maximal effect; % is scaled to controls: 0 for no effect and ±100 for the full control effect
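Cytotoxicity counterscreen: CellTiter-Fluor fluorescence was measured in A549 ARE_Fluc cells after 18-24 h of compound exposure in a concentration series. The subsequent BugLite luminescent read reports ARE-luciferase activity.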
Mm-Cpn inhibitor: blocks the Methanococcus maripaludis chaperonin Mm-Cpn. AID 504842. Potency, µM (top dose mostly 76.9 µM), for the others: top-dose activity, negative = inhibition, actives largely listed as inhibitors. purified Mm-Cpn ATPase, ADP Transcreener TR-FRET. hit rate 0.031% among 330,000; also: potency is read from the fitted curve at half-maximal effect; % is scaled to controls: 0 for no effect and ±100 for the full control effect; nearly all actives have a fitted effect of over 80% in size
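ATP (10 uM final) was added to archaeal chaperonin (25 nM final) after 10 min exposure to test compound at 37°C; after 30 min further incubation, ADP was detected by competitive TR-FRET.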
CCT modulator: changes cytosolic chaperonin activity | purified chaperonin ATPase assay, HTRF ADP detection, 30 min | activity change, % (concentration not given with the values), hits read low | hit rate 0.3% among 360,000 | AID 651819; in the data active = activity change below about -30%; also: % is scaled to controls: 0 for no effect and ±100 for the full control effect
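TRiC (40 or 20 nM final, by batch activity) in 30 mM Tris pH 7.4, 100 mM KCl, 5 mM MgCl2, 1 mM DTT was treated with compound at 76 uM single dose, then 10 uM ATP, 30 min at 37 °C. ADP was read by HTRF Transcreener.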
Nrf2 inh: Nrf2 pathway inhibition. A549 ARE-Fluc reporter, luciferase luminescence, 18-24 h. Potency, µM (highest dose often 46 µM), inactives show top-dose activity change, negative = inhibition, actives largely listed as inhibitors. hit rate 2.1% among 360,000; also: potency is read from the fitted curve at half-maximal effect; % is scaled to controls: 0 for no effect and ±100 for the full control effect; nearly all actives have a fitted effect of over 60% in size
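In this cell-based qHTS, ARE-driven firefly luciferase in A549 cells reports Nrf2 activity; the luminescent signal after BugLite lysis is the measured value, with a prior CellTiter-Fluor read for cell health.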
An asterisk follows results filed as active; i = inactive; ? = inconclusive; . = not tested or not shown; [ ] = remark or other dose. Unless noted, calls follow the shape of the dose curve; as a rule, active = well fitted curve in the direction sought with a large enough effect; inconclusive = small, poorly fitted or top-dose-only effect, or another doubt; inactive = no such curve, though single readings can be large; an effect the other way counts as inactive or inconclusive.

SMILES	Akt phos inh	ATXN viability	TGFb inhibitor	HepG2 tox	Nrf2 activator	A549 viability	Mm-Cpn inhibitor	CCT modulator	Nrf2 inh
Cc1ccc(N2CCN(CC(O)COc3ccc([N+](=O)[O-])cc3)CC2)cc1 (stereo unspecified)	i	i	-1%	-4%	2.5%	2%	1%	2.0	?
N#Cc1c(NC(=O)c2ccc([N+](=O)[O-])o2)sc2c1CCC2	i	?	?	-25%	?	?	-1%	0.0	7%
O=C(Nc1ccc(F)cc1)c1oc2ccccc2c1NC(=O)C1CCCC1	i	i	-2%	-1%	0.1%	?	-2%	0.5	7%
Cn1cc(-c2cc3n(n2)CCC(=O)N3CC(=O)NCc2ccccc2)c2ccccc21	.	i	-27%	-30%	-0.1%	3%	.	.	.
O=C(NNC(=O)c1ccccc1-n1cccc1)c1ccccc1	i	i	9%	0%	7.4%	-7%	1%	-0.7	.
Cc1cccc(OCC(=O)NN2C(=O)C3C4C=CC(O4)C3C2=O)c1 (stereo unspecified)	i	i	-1%	10%	-0.1%	-2%	0%	0.4	-4%
CCc1nnc(NC(=O)CSc2nnc(-c3ccccc3OC)n2-c2ccccc2)s1	i	i	20%	-37%	-0.6%	0%	1%	-16	4%
CCOc1ccc(NC(=O)c2sc(-n3nc(C)c(CCC(C)C)c3C)nc2C)cc1	.	i	0%	6%	2.2%	1%	.	.	6%
COc1ccc(-c2sc(Nc3ccccc3)n[n+]2-c2ccc(F)cc2)cc1Br	i	?	-5%	-33%	-0.5%	4%	-9%	-0.8	4%
CC(C)OC(=O)CC(=O)CSc1nc2c(cc1C#N)CCCC2	i	i	5%	-13%	2.4%	-6%	.	-0.1	8%
O=C(CSCCO)Nc1cccc2ccccc12	i	i	-8%	0%	0.2%	3%	1%	-0.5	11%
NCCCNc1nc(N)c([N+](=O)[O-])c(NC2CCCCC2)n1	i	i	5µM*	-32%	-3.1%	-1%	4%	-0.2	-104%
CCN(CC)S(=O)(=O)c1cccc(C(=O)NCc2ccccc2)c1	i	i	21%	3%	0.2%	8%	0%	-1.0	1%
CCS(=O)(=O)N1CCC(C(=O)Nc2cc(C)ccc2O)CC1	i	i	10%	-7%	-0.2%	5%	0%	-1.2	4%
N#Cc1ccc(C(=O)Nc2cccc(NC(=O)c3ccco3)c2)c(F)c1	i	i	?	-28%	22%	4%	2%	-1.4	-13%
O=C(O)COc1ccccc1C1C2C(=O)N(c3ccc(F)cc3)C(=O)C2ON1c1ccccc1 (stereo unspecified)	i	i	?	14%	2.3%	-1%	0%	3.4	16%
Oc1ccccc1Oc1ncc(Br)c(N2CCOCC2)n1	i	i	?	3%	0.3%	-5%	-14%	-2.6	8%
CCc1nc(NCC2CCCN2CC)c2nnn(Cc3ccccc3F)c2n1 (stereo unspecified)	i	i	13%	-9%	0.2%	17%	0%	-3.1	19%
CNC(=S)N(Cc1ccc(OC)cc1)C1CC(=O)N(c2ccc(Cl)cc2)C1=O (stereo unspecified)	i	i	?	-32%	2.2%	1%	-6%	1.2	?
COc1ccc2c(c1OC)C(=O)N1N=C(c3ccccc3)CC21 (stereo unspecified)	i	i	?	-9%	-0.4%	-2%	-1%	-2.4	1%

Compound profiles (already shown):
Entry for `COc1ccc(-c2sc(Nc3ccccc3)n[n+]2-c2ccc(F)cc2)cc1Br` = Akt phos inh = i; ATXN viability = ?; TGFb inhibitor = -5%; HepG2 tox = -33%; Nrf2 activator = -0.5%; A549 viability = 4%; Mm-Cpn inhibitor = -9%; CCT modulator = -0.8; Nrf2 inh = 4%
Entry for `COc1ccc2c(c1OC)C(=O)N1N=C(c3ccccc3)CC21` (stereo unspecified) = Akt phos inh = i; ATXN viability = i; TGFb inhibitor = ?; HepG2 tox = -9%; Nrf2 activator = -0.4%; A549 viability = -2%; Mm-Cpn inhibitor = -1%; CCT modulator = -2.4; Nrf2 inh = 1%

Additional results.
SMILES	Akt phos inh	ATXN viability	TGFb inhibitor	HepG2 tox	Nrf2 activator	A549 viability	Mm-Cpn inhibitor	CCT modulator	Nrf2 inh
Cc1ccc(CNC(=O)c2ccc(Cn3cc(-c4ccc(C)cc4)nc3-c3ccncc3)cc2)cc1	i	?	-25%	-20%	7.7%	-14%	-8%	-0.1	2%
CC(=O)c1sc(-c2cccc(Cl)c2)nc1C	i	i	-9%	-40%	?	2%	-9%	-0.3	-4%
COc1cc(S(=O)(=O)NC2CCCCC2)c(C)cc1C	i	i	0%	2%	-0.1%	1%	3%	-0.4	?
CC(=O)N(CCP(=O)(c1ccccc1)c1ccccc1)Cc1ccco1	i	i	-5%	2%	0.2%	1%	0%	-0.2	.
Cc1ccc(S(=O)(=O)N2CCC(C(=O)NC3CCCCCC3)CC2)cc1	i	i	5%	-20%	0.1%	.	-2%	-2.3	0%
CC(NC(=O)[C@@H](C)NC(=O)[C@@H]1Cc2ccccc2CN1C(=O)OC(C)(C)C)c1ccccc1 (stereo partly specified)	i	i	15%	-4%	-1.3%	-6%	-1%	-4.3	-5%
CC(C)c1nnc(SCC(=O)NC2CCCC2)n1C	i	i	9%	11%	-0.7%	?	2%	-2.6	-10%
O=C(O)C(NS(=O)(=O)c1ccc(F)cc1)c1ccccc1 (stereo unspecified)	i	i	15%	2%	0.2%	-8%	1%	-0.3	-10%
COc1ccc(-c2nc3ccc(Cl)cn3c2Cc2cccc(Cl)c2)cc1OC	i	?	?	-3%	4.7%	.	.	1.1	.
CC1(c2nnnn2-c2ccc3c(c2)OCCO3)CCC(=O)N1C1CC1 (stereo unspecified)	i	i	.	.	0.4%	.	.	-2.5	.
COc1ccccc1CC(=O)N1CCN(c2cccc(Cl)c2)CC1	i	i	-2%	8%	0.4%	-6%	2%	1.0	?
CCCCN1C(=O)C(=O)NC[C@H]1Cc1cccc2ccccc12	i	i	.	.	-0.2%	.	.	-1.7	.
COc1ccc(C(=O)NCCNC(=O)c2cc(OCC(F)(F)F)ccc2OCC(F)(F)F)cc1	i	i	3%	-2%	-0.5%	1%	.	-3.9	-5%
CSC1=NC(C)N2C(SC)=NC(C)N12 (stereo unspecified)	i	i	-10%	0%	0.2%	14%	-1%	-3.1	18%
CC(=O)Nc1cc(C(=O)N2CCOCC2)ccc1S(=O)(=O)c1ccc(C)cc1	i	i	14%	9%	-0.5%	-8%	-11%	-0.1	2%
Cc1cc(C(=O)NCc2ccccc2)c2c(C)nn(-c3cccc(Cl)c3C)c2n1	.	i	-2%	-9%	-1.2%	3%	.	.	?
O=C(NCc1ccco1)c1cc(C(=O)C2CC2)c[nH]1	i	i	-6%	-4%	3.8%	-3%	-2%	0.4	-7%
CC(=O)N1CCc2cc(S(=O)(=O)C(C)CC(=O)NCc3ccc(C)o3)ccc21 (stereo unspecified)	i	i	1%	-1%	-0.1%	5%	-3%	-4.0	6%
COc1cc(C)c(/C=C/C(C)=C/C=C/C(C)=C/C(=O)O)c(C)c1C	i	i	0%	-6%	0.4%	-7%	.	1.9	-14%
COc1ccc(NC(=O)Cn2cc(C(C)=O)c3ccccc32)cc1	i	i	-12%	-21%	2.3%	0%	-8%	0.0	?
C[C@@]12C(=O)N(Cc3ccc(F)cc3)CC(=O)N1[C@H]1c3cc(Cl)ccc3OC[C@@H]1[C@@H]2c1ccccc1	i	i	?	-14%	2.1%	-2%	-5%	-2.3	?
O=C(Cc1ccsc1)NCc1ccccc1F	i	i	-21%	-9%	0.1%	1%	2%	-1.7	-4%
CCN1CCN(C(=O)C2CCCN(S(=O)(=O)c3ccc(OC)c(OC)c3)C2)CC1 (stereo unspecified)	i	i	-5%	5%	-0.3%	-4%	-1%	-2.6	-16%
CCN1CCN(CC(O)COCc2cc(OC)c(OC)c(OC)c2)CC1 (stereo unspecified)	i	i	-12%	-7%	-0.9%	11%	1%	-2.4	-8%
O=C(Nc1cnc2ccccn2c1=O)c1ccc(F)cc1	i	i	10%	-14%	3.5%	4%	3%	-2.7	21%
CC(C)c1cc(C(=O)NCc2ccco2)no1	i	i	-20%	-26%	-0.4%	-8%	1%	-2.2	16%
CCC(=O)NCCc1nc2cc(NC(=O)c3ccc(OC)cc3)ccc2n1C	i	i	-7%	10%	0.0%	15%	0%	-3.0	9%
O=C(N1CCN(CCO)CC1)N1c2ccccc2CCc2ccccc21	i	i	-7%	-14%	-0.9%	20%	0%	-0.6	14%
COc1ccc(C2NC(=O)NC(C)=C2C(C)=O)cc1 (stereo unspecified)	i	?	-36%	-29%	-0.9%	-4%	0%	-0.2	23%
CC(=O)c1ccc(N2CCN(S(=O)(=O)c3c(C)[nH]c(=O)[nH]c3=O)CC2)cc1	i	i	21%	-6%	0.0%[9.22 µM]	4%	0%	-0.1	-17%
O=C(c1ccc2c(=O)n3c(nc2c1)CCC3)N1CCCSC1=Nc1ccccc1	i	?	-28%	2%	0.1%	-19%	0%	-2.4	15%
CCOC(=O)C1CCCN(c2c(NCc3ccco3)c(=O)c2=O)C1 (stereo unspecified)	i	i	-8%	1%	0.4%	6%	-1%	1.6	-4%
O=C(c1ccccc1)N1CCCCCC1	i	i	?	15%	-0.6%	-4%	-1%	-0.7	1%
